High-throughput results deposited in PubChem BioAssay by Sanford-Burnham Center for Chemical Genomics.
UPR XBP1 act = adaptive UPR (XBP1) activation | activation, % at 20 µM | actives 0.33% (n = 330,000) | CHO-XBP1 luciferase reporter, IRE1-XBP1 UPR activation, luminescence; percent of tunicamycin response, DMSO as zero;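 active = versus positive control, 20 µM dose yields 30% or more activation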;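 note: 100% = tunicamycin at 10 µg/mL and 0% = DMSO only wells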
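Material: CHO cell line with stable XBP1 luciferase reporter; schedule: 16-18 h cell attachment at 37 °C, then 6 h compound exposure; signal: glow luminescence from Steady-Glo reagent; medium: serum-containing F12 medium, 10% FBS; benchmarks: tunicamycin 10 µg/mL and vehicle-only wells; read-out: percent activation relative to tunicamycin reference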
Mdm2-MdmX inh = inhibitors of human Mdm2/MdmX interaction; AID 485346; inhibition, % at 8 µM; SaOS-2 split-luciferase Mdm2/MdmX complementation, luminescence; actives 3% (n = 330,000);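 active = inhibition of at least 50% at 8 µM in the primary screen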
UPR CHOP act = apoptotic UPR (CHOP) activation. actives 0.34% (n = 330,000). CHO-CHOP luciferase reporter, luminescence; percent of tunicamycin response over DMSO baseline. activation, % at 10 µM;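 active = at 10 µM dose, activation of 40% or more, normalized to positive control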;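 note: 100% = tunicamycin at 10 µg/mL and 0% = DMSO alone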
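Test system: CHO CHOP reporter cells. Input: 500 CHO-CHOP cells per well. Medium: F12 with 10% FBS. Technique: luciferase luminescence. Measure: percent activation relative to tunicamycin control. Dosing: 10 µM compound, 0.5% DMSO. Timing: 16-18 h cell attachment, then 6 h compound exposure, 37 °C.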
APJ agonist = activates the human apelin receptor APJ; P35414; CHO-K1 APJ PathHunter beta-arrestin, luminescence; 0% DMSO wells, 100% apelin; activation, % at 20 µM; actives 0.11% (n = 330,000);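 active = activation more than six SD over the plate average, tested at 20 µM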;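 note: 0% = DMSO alone and 100% = apelin-13 at 10 nM; some results filed as inactive read as strong as hits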
Target sequence (P35414 whole entry, looked up): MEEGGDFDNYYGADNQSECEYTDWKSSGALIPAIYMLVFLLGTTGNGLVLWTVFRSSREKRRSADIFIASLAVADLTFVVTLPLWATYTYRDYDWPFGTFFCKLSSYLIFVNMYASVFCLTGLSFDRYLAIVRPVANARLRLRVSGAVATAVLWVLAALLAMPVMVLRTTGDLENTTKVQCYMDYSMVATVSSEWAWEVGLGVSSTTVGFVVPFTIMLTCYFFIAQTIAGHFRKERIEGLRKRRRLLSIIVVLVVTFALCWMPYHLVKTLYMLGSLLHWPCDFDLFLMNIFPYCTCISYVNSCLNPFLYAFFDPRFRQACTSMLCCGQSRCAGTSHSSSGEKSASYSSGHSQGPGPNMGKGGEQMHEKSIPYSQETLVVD
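Test system: CHO-K1 APJ beta-arrestin complementation cell line | Compound: Single test compound dose, 20 µM final, 1% DMSO | Incubation: Compound 90 min 25 °C, reagent 1 h | Measured by: beta-gal luminescence | Read-out basis: APJ–arrestin association signal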
tim23-1 inh = inhibits growth of tim23-1 mutant yeast; inhibition, % at 20 µM; S. cerevisiae tim23-1 growth, BacTiter-Glo luminescence, 24 h; actives 1.3% (n = 330,000);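 active = growth inhibition of the mutant yeast at or above 50%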;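 note: temperature-sensitive mutant grown at 25 °C; plate controls were DMSO-treated mutant yeast for no effect and medium wells lacking yeast for full effect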
TIM10 inh = TIM10 yeast growth inhibition; inhibition, % at 10 µM; S. cerevisiae TIM10 strain growth, BacTiter-Glo luminescence, 24 h; actives 1.4% (n = 330,000);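 active = inhibition of 40% or more at the single tested concentration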;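 note: wild-type TIM10 isogenic control strain grown at permissive 25 °C; 0% = DMSO yeast wells and 100% = minimal medium wells without yeast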
tim10-1 inh = growth inhibitors of tim10-1 mutant yeast; actives 2.2% (n = 330,000); inhibition, % at 20 µM; AID 463190; S. cerevisiae tim10-1 ts strain growth, BacTiter-Glo, 24 h;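 active = inhibition of at least 40%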;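 note: mutant grown at 25 °C; 0% = DMSO wells with yeast and 100% = wells holding no yeast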
NALP3 yeast inh = NALP3 inhibition in yeast; Yeast reconstituted NLRP3/ASC/caspase-1, beta-gal luminescence, 24 h; inhibition, % at 10 µM; actives 0.39% (n = 330,000);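 active = inhibition of 50% or more; inactive = inhibition below 50%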;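 note: plate controls were induced DMSO wells for no effect and uninduced yeast grown without galactose for full effect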
GRIN3A LBD mod = modulates the human NR3A ligand-binding domain; AID 1259313; actives 2.5% (n = 340,000); Tm shift relative to glycine control, % at 25 µM; NR3A LBD differential scanning fluorimetry, Tm shift; 0% = protein alone, 100% = glycine-bound protein;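 active = melting temperature shift of at least 10% of the positive control shift, at one fixed dose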
The depositor's hits bear a star.

Screening Oc1ccc(Nc2nnc(-c3ccc(O)cc3)c3ccccc23)cc1 returned UPR XBP1 act 0, Mdm2-MdmX inh 27, UPR CHOP act 0.5, APJ agonist -2, tim23-1 inh 18, TIM10 inh -7, tim10-1 inh 19, NALP3 yeast inh 10 and GRIN3A LBD mod 1.
Screening CC1CCCN(CCCNC(=O)CN2C(=O)CSc3ccc(S(=O)(=O)N4CCOCC4)cc32)C1 (stereo not given) returned UPR XBP1 act -2, Mdm2-MdmX inh 13, UPR CHOP act 0.8, APJ agonist 3, tim23-1 inh 11, TIM10 inh 8, tim10-1 inh 20, NALP3 yeast inh -6 and GRIN3A LBD mod 2.
COc1ccc(NC(=O)N2CCc3ccccc3C2)c(OC)c1 was read as UPR XBP1 act 3, Mdm2-MdmX inh -35, UPR CHOP act 5.4, APJ agonist -1, tim23-1 inh 21, TIM10 inh 15, tim10-1 inh 14, NALP3 yeast inh 6 and GRIN3A LBD mod 0.
`C[C@H]1C(=O)N(C)CCN1C(=O)c1cccc(OC2CCN(CC(C)(C)C)CC2)c1` gave UPR XBP1 act 1, Mdm2-MdmX inh 10, UPR CHOP act -1.6, APJ agonist 0, tim23-1 inh 10, TIM10 inh 3, tim10-1 inh 10, NALP3 yeast inh 6 and GRIN3A LBD mod 0.
N#C/C(=C/c1ccc(-c2cc(C(=O)O)cc(C(=O)O)c2)o1)c1nc2ccccc2s1 was read as UPR XBP1 act 8, Mdm2-MdmX inh 11, UPR CHOP act -1.6, APJ agonist -1, tim23-1 inh 23, TIM10 inh 14, tim10-1 inh 20 and NALP3 yeast inh 11.
CC(NC(=O)c1ccccc1)C(=O)NC1=NCCS1 (stereo not given) was read as UPR XBP1 act 0, Mdm2-MdmX inh 0, UPR CHOP act -0.6, APJ agonist -5, tim23-1 inh 1, TIM10 inh -9, tim10-1 inh 1, NALP3 yeast inh 10 and GRIN3A LBD mod 1.
`CCCCC(=O)Nc1ccc(C)c(O)c1` gave UPR XBP1 act 2, Mdm2-MdmX inh -4, UPR CHOP act 3.0, APJ agonist -2, tim23-1 inh 0, TIM10 inh -9, tim10-1 inh -16, NALP3 yeast inh -4 and GRIN3A LBD mod -3.
Cc1c(Cl)c([N+](=O)[O-])nn1Cc1ccc(C(=O)N/N=C\c2cc(Cl)ccc2O)o1 was read as UPR XBP1 act -1, Mdm2-MdmX inh 69*, UPR CHOP act 0.8, APJ agonist 2, tim23-1 inh 37, TIM10 inh -64, tim10-1 inh 8, NALP3 yeast inh 28 and GRIN3A LBD mod 2.
Screening CCOC(=O)C1(Cc2cccc(Cl)c2)CCCN(C(=O)c2cnn(CC)c2)C1 (stereo not given) returned UPR XBP1 act 2, Mdm2-MdmX inh -8, UPR CHOP act 4.0, APJ agonist -5, tim23-1 inh 3, TIM10 inh -13, tim10-1 inh 8, NALP3 yeast inh 11 and GRIN3A LBD mod -1.
`COc1ccc(N(CC(=O)Nc2cc(Cl)ccc2OC)S(=O)(=O)c2c(C)[nH]c(=O)[nH]c2=O)cc1` gave UPR XBP1 act -10, Mdm2-MdmX inh 3, UPR CHOP act 1.1, APJ agonist 3, tim23-1 inh 0, TIM10 inh 44*, tim10-1 inh -8, NALP3 yeast inh -1 and GRIN3A LBD mod -3.
Cc1cc(NC(=O)CSc2nnc(C)n2C)no1 was read as UPR XBP1 act -3, Mdm2-MdmX inh 20, UPR CHOP act 0.2, APJ agonist -1, tim23-1 inh 7, TIM10 inh -3, tim10-1 inh -1, NALP3 yeast inh 11 and GRIN3A LBD mod -2.
N#CC1(c2ccccc2)CCCN1C(=O)c1ccc(Br)cc1 (stereo not given) was read as UPR XBP1 act -1, Mdm2-MdmX inh 14, UPR CHOP act -0.1, APJ agonist -5, tim23-1 inh 8, TIM10 inh -7, tim10-1 inh 29, NALP3 yeast inh 13 and GRIN3A LBD mod 2.
For Cn1c(NCc2ccccc2)nc2c1c(=O)n(Cc1ccccc1)c(=O)n2C the results were UPR XBP1 act -1, Mdm2-MdmX inh -12, UPR CHOP act -0.8, APJ agonist -4, tim23-1 inh 36, TIM10 inh 26, tim10-1 inh 32, NALP3 yeast inh 2 and GRIN3A LBD mod -7.
`O=C1C/C(=C\c2c(F)cccc2Cl)N2CCC1CC2` gave UPR XBP1 act 2, Mdm2-MdmX inh -16, UPR CHOP act 0.7, APJ agonist -3, tim23-1 inh 5, TIM10 inh -10, tim10-1 inh -3, NALP3 yeast inh 16 and GRIN3A LBD mod -4.
`O=C(OCc1cccc([N+](=O)[O-])c1)c1cccnc1` gave UPR XBP1 act 2, Mdm2-MdmX inh -29, UPR CHOP act -1.5, APJ agonist -4, tim23-1 inh 10, TIM10 inh -6, tim10-1 inh 21, NALP3 yeast inh 6 and GRIN3A LBD mod 0.
CC(C)c1cccc(C(C)C)c1NC(=O)CN1CCCC1 was read as UPR XBP1 act -3, Mdm2-MdmX inh 26, UPR CHOP act 0.1, APJ agonist -2, tim23-1 inh -6, TIM10 inh 4, tim10-1 inh -31, NALP3 yeast inh 16 and GRIN3A LBD mod 0.
COc1ccc(N2CC(C(=O)OCC(=O)c3ccccc3)CC2=O)cc1 (stereo not given) was read as UPR XBP1 act 0, Mdm2-MdmX inh 30, UPR CHOP act -0.4, APJ agonist -7, tim23-1 inh 13, TIM10 inh 15, tim10-1 inh 24, NALP3 yeast inh -2 and GRIN3A LBD mod 1.
For CC1CCCC(NC(=O)CSc2ccc(F)cc2)C1C (stereo not given) the results were UPR XBP1 act -1, Mdm2-MdmX inh 25, UPR CHOP act 0.7, APJ agonist -3, tim23-1 inh 11, TIM10 inh -25, tim10-1 inh -20, NALP3 yeast inh 15 and GRIN3A LBD mod 1.
For COc1ccc(NS(=O)(=O)c2cccc(NC(=O)c3ccc(Cl)nc3)c2)cc1 the results were UPR XBP1 act -1, Mdm2-MdmX inh 40, UPR CHOP act 2.9, APJ agonist -2, tim23-1 inh 5, TIM10 inh 1, tim10-1 inh -3, NALP3 yeast inh -4 and GRIN3A LBD mod 1.
For CN(c1ccccc1)S(=O)(=O)c1cccc(NC(=O)COC(=O)C2CCCCC2)c1 the results were UPR XBP1 act 3, Mdm2-MdmX inh -13, UPR CHOP act -0.4, APJ agonist -5, tim23-1 inh 23, TIM10 inh -10, tim10-1 inh 12, NALP3 yeast inh 6 and GRIN3A LBD mod -4.
For Cc1ccc(/C=N/NC(=O)c2cccc(S(=O)(=O)Nc3ccccc3Cl)c2)o1 the results were UPR XBP1 act 0, Mdm2-MdmX inh 4, UPR CHOP act 0.9, APJ agonist 1, tim23-1 inh 6, TIM10 inh 17, tim10-1 inh 22, NALP3 yeast inh 14 and GRIN3A LBD mod -2.
For Cc1cc(Cl)ccc1OCC(=O)Nc1cccc(S(=O)(=O)N2CCCC2)c1 the results were UPR XBP1 act -2, Mdm2-MdmX inh 16, UPR CHOP act 1.8, APJ agonist -1, tim23-1 inh 25, TIM10 inh 7, tim10-1 inh 23, NALP3 yeast inh 23 and GRIN3A LBD mod -5.
Cc1ccc(NC(=O)NCc2ccc3c(c2)OCO3)cc1 was read as UPR XBP1 act 2, Mdm2-MdmX inh -4, UPR CHOP act 0.1, APJ agonist 0, tim23-1 inh -2, TIM10 inh -11, tim10-1 inh -11, NALP3 yeast inh 16 and GRIN3A LBD mod -1.
CCOC(=O)C1=C(C)Nc2ccccc2N/C1=N\S(=O)(=O)c1cccc(Cl)c1 was read as UPR XBP1 act -2, Mdm2-MdmX inh 21, UPR CHOP act 0.9, APJ agonist -1, tim23-1 inh 3, TIM10 inh -3, tim10-1 inh 2, NALP3 yeast inh 5 and GRIN3A LBD mod -3.

The closing 3 compounds of the section above open the next one:
For Cc1cc(Cl)ccc1OCC(=O)Nc1cccc(S(=O)(=O)N2CCCC2)c1 the results were UPR XBP1 act -2, Mdm2-MdmX inh 16, UPR CHOP act 1.8, APJ agonist -1, tim23-1 inh 25, TIM10 inh 7, tim10-1 inh 23, NALP3 yeast inh 23 and GRIN3A LBD mod -5.
Cc1ccc(NC(=O)NCc2ccc3c(c2)OCO3)cc1 was read as UPR XBP1 act 2, Mdm2-MdmX inh -4, UPR CHOP act 0.1, APJ agonist 0, tim23-1 inh -2, TIM10 inh -11, tim10-1 inh -11, NALP3 yeast inh 16 and GRIN3A LBD mod -1.
CCOC(=O)C1=C(C)Nc2ccccc2N/C1=N\S(=O)(=O)c1cccc(Cl)c1 was read as UPR XBP1 act -2, Mdm2-MdmX inh 21, UPR CHOP act 0.9, APJ agonist -1, tim23-1 inh 3, TIM10 inh -3, tim10-1 inh 2, NALP3 yeast inh 5 and GRIN3A LBD mod -3.
Screening Cc1nnc(SCC2=C(C(=O)O)N3C(=O)C(NC(=O)COc4ccc(F)cc4)C3SC2)s1 (stereo not given) returned UPR XBP1 act 1, Mdm2-MdmX inh 2, UPR CHOP act 3.4, APJ agonist -2, tim23-1 inh 5, TIM10 inh 9, tim10-1 inh -3, NALP3 yeast inh 6 and GRIN3A LBD mod 3.
For CCOC(=O)c1nn(-c2ccc(C)c(C)c2)c(=O)c2c(N)scc12 the results were UPR XBP1 act 2, Mdm2-MdmX inh 23, UPR CHOP act -0.7, APJ agonist -2, tim23-1 inh 18, TIM10 inh 17, tim10-1 inh 26, NALP3 yeast inh 9 and GRIN3A LBD mod 4.
Screening COc1cc(-c2n[nH]c(=O)o2)cc(OC)c1OC returned UPR XBP1 act -5, Mdm2-MdmX inh 5, UPR CHOP act 1.0, APJ agonist 1, tim23-1 inh -9, TIM10 inh -13, tim10-1 inh -6, NALP3 yeast inh 15 and GRIN3A LBD mod -1.
For COc1ccc(-n2nc3c(c2NC(=O)COc2ccccc2)CS(=O)C3)cc1 (stereo not given) the results were UPR XBP1 act -6, Mdm2-MdmX inh 19, UPR CHOP act -1.2, APJ agonist -4, tim23-1 inh -12, TIM10 inh -4, tim10-1 inh -19, NALP3 yeast inh 15 and GRIN3A LBD mod 2.
Screening O=C(CS(=O)(=O)c1ccc(F)cc1)Nc1nccs1 returned UPR XBP1 act -2, Mdm2-MdmX inh 8, UPR CHOP act 0.2, APJ agonist -4, tim23-1 inh -14, TIM10 inh 0, tim10-1 inh 8, NALP3 yeast inh 21 and GRIN3A LBD mod 0.
`CN(C(=O)c1ccccc1Cl)c1ccccc1C(=O)NCCc1ccccc1` gave UPR XBP1 act -3, Mdm2-MdmX inh 7, UPR CHOP act -0.1, APJ agonist -6, tim23-1 inh 13, TIM10 inh 0, tim10-1 inh 8, NALP3 yeast inh 6 and GRIN3A LBD mod -2.
Screening COc1ccc(C2CC(=O)C3=C(C2)Nc2ncnn2C3c2ccccc2)cc1 (stereo not given) returned UPR XBP1 act -3, Mdm2-MdmX inh 11, UPR CHOP act 0.1, APJ agonist 1, tim23-1 inh -9, TIM10 inh 6, tim10-1 inh -10, NALP3 yeast inh 16 and GRIN3A LBD mod 3.
Screening COCc1c(C(=O)OCC(=O)c2c(N)n(CC(C)C)c(=O)n(C)c2=O)oc2ccccc12 returned UPR XBP1 act -3, Mdm2-MdmX inh 13, UPR CHOP act 0.0, APJ agonist 12, tim23-1 inh 28, TIM10 inh 16, tim10-1 inh 23, NALP3 yeast inh 7 and GRIN3A LBD mod -4.
